CHO-K1 Ca PAM: nonselective calcium activators in parental CHO-K1 cells, primary screen, counter-screen for M1 PAM project, cell-based, Fluo-8 calcium fluorescence, full deck, 1536-well; activation, % at 3 µM; ATP EC20; 0% at ATP EC20, 100% at ATP max; 360,000 compounds, 0.02% hits; AID 602247, 2012;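 active = activation above the run cutoff, the mean activation of all test compounds plus 3 SD, cut at about 40% in these data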;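 also: peak over basal fluorescence ratio in a 140 s read after ATP addition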
CHRM1 agonist: human M1 muscarinic receptor agonists, primary screen, Fluo-8 calcium fluorescence, CHO-K1 cells, HTS | CHO-K1 hM1, agonist mode; 0% DMSO, 100% acetylcholine EC100 | activation, % at 3 µM | 360,000 compounds, 0.33% hits;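 active = activation above the run's mean compound activation plus 3 SD, cut at about 16% in these data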;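 also: peak over basal fluorescence ratio within a 140 s kinetic read after compound addition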
Target sequence (P11229 whole entry, looked up): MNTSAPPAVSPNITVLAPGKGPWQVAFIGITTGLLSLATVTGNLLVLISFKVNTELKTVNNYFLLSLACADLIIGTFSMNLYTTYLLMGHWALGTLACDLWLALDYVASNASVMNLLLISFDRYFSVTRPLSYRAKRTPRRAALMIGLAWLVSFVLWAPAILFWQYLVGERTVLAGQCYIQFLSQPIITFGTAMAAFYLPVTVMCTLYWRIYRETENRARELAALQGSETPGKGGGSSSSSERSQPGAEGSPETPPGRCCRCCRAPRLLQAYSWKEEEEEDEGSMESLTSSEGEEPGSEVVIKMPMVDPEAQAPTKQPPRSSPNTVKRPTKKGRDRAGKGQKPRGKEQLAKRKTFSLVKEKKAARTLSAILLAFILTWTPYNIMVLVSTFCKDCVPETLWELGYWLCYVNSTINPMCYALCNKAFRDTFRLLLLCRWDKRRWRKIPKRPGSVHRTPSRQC
CHO parental Ca: ATP-evoked calcium signal inhibitors, parental CHO, primary screen, counter-screen for OX1R antagonist project, cell-based, fluorescence, Fluo-8 calcium dye; 330,000 compounds, 0.63% hits; parental CHO-K1, ATP-induced calcium, Fluo-8 fluorescence; inhibition, % at 5.6 µM;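 active = inhibition above that plate's mean sample inhibition plus 3 SD, cut at about 26% in these data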;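 also: 0% = ATP-challenged DMSO wells and 100% = DMSO wells without ATP; some compounds past the cut are filed as inactive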
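Assay system – parental CHO cells · Reagent – ATP stimulus · Detection – intracellular calcium via Fluo-8 no-wash fluorescent dye · Evaluation – percent inhibition of ATP-evoked calcium rise, normalized to controls · Controls – ATP wells versus no-ATP DMSO wells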
CHO-K1 Ca antag: nonselective inhibitor or artifact in parental CHO-K1 cells | AID 602250 | ATP-induced calcium, Fluo-8 fluorescence | inhibition, % at 3 µM | 360,000 compounds, 0.6% hits;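 active = inhibition above a per-plate cutoff, the plate's mean sample inhibition plus 3 SD, cut at about 24% in these data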;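 also: 0% = DMSO plus EC80 ATP and 100% = DMSO alone without ATP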
M1 ag parental: counter-screen for M1 agonists: effect in parental CHO-K1 cells; Fluo-8 calcium fluorescence; scaled to maximal ATP response, vehicle zero; activation, % at 3 µM; 360,000 compounds, 0.48% hits; in the data active = activation above about 15%;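 also: untransfected CHO-K1 host cells lacking M1 receptor as counterscreen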
TAAR1 antagonist: human TAAR1 antagonists, primary screen, Fluo-8 calcium fluorescence, CHO RD-HGA16 cells; inhibition, % at 3 µM; Trace amine-associated receptor 1 (Homo sapiens), Q96RJ0; 360,000 compounds, 1.5% hits; antagonist;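 active = inhibition above a per-plate cutoff, the mean inhibition of test compounds on that plate plus 3 SD, cut at about 49% in these data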;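 also: 0% = DMSO plus EC80 beta-PEA response and 100% = DMSO alone without agonist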
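Assay system: CHO-derived RD-HGA16 cells stably expressing human TAAR1 plus Gα16. Timing: 140 s kinetic read after compound, 140 s after agonist. Technique: kinetic Fluo-8 calcium fluorescence measurement. Measure: % inhibition of agonist calcium response.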
V1aR counter: agonists of human V1a receptor, primary screen, counter-screen for OXTR agonist project, fluorescence, CHO-V1R cells. AID 2797, 2010. activation, % at 3 µM. Fluo-8 calcium fluorescence, agonist mode; 0% DMSO, 100% 3 nM vasopressin. 320,000 compounds, 0.25% hits. Vasopressin V1a receptor (Homo sapiens), P37288;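 active = activation above the mean activation of all tested compounds plus 3 SD, per screening run, cut at about 20% in these data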;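 also: signal is peak over basal fluorescence ratio across a 100 second FLIPR read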
OXTR potentiator: human OXTR potentiators, primary screen, fluorescence, CHO-OTR cells, Fluo-8 calcium; Oxytocin receptor (Homo sapiens), P30559; Fluo-8 calcium fluorescence, potentiator mode; 0% = oxytocin EC15, 100% = EC100; activation, % at 3 µM; 320,000 compounds, 0.061% hits; AID 2445, 2010;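 active = activation above that plate's cutoff, the mean activation of tested compounds plus 3 SD, cut at about 6.6% in these data, passing the limit was not always enough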;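 also: 100% uses oxytocin at 75 nM as the full agonist control; some results filed as inactive read as strong as hits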
Target sequence (P30559 whole entry, looked up): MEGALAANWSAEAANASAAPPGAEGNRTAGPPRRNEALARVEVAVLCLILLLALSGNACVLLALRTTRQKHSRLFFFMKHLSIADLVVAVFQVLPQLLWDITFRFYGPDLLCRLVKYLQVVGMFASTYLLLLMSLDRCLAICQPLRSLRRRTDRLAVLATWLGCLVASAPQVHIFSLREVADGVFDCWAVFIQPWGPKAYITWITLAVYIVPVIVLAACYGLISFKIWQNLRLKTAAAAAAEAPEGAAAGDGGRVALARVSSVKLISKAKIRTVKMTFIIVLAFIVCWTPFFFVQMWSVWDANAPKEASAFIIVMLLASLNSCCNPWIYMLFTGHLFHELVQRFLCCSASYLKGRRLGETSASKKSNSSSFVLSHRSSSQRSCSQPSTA
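test system = CHO-OTR cells, human receptor | compound = single-point 3.0 µM | schedule = 6 min compound pre-incubation at room temperature, 100 s kinetic read | signal = Fluo-8 no-wash calcium dye fluorescence, excitation 470-495 nm, emission 515-575 nm | repeats = single well per compound, singlicate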
TAAR1 ag: human TAAR1 agonists, primary screen, Fluo-8 calcium fluorescence, CHO RD-HGA16 cells; AID 624467, 2012; vehicle wells 0%, saturating PEA agonist 100%; activation, % at 3 µM; Trace amine-associated receptor 1 (Homo sapiens), Q96RJ0; 360,000 compounds, 0.99% hits;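 active = activation above the mean activation of all test compounds in the run plus 3 SD, cut at about 38% in these data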
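Assay system – CHO-derived RD-HGA16 cells with stable Gα16 and human TAAR1 · Compound dosing – one-point dosing at 3 µM (nominal) · Incubation – 17-24 h seeding, 75 min 37 °C dye, 30 min RT · Measured by – kinetic Fluo-8 calcium fluorescence · Control set – DMSO vehicle as 0%, PEA at EC100 as 100% · Repeats – single well for each compound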
Numbers without * were called inactive; / = not tested or not shown.

SMILES	CHO-K1 Ca PAM	CHRM1 agonist	CHO parental Ca	CHO-K1 Ca antag	M1 ag parental	TAAR1 antagonist	V1aR counter	OXTR potentiator	TAAR1 ag
S=C(NC1CCCCC1)N1CCOCCOCCN(C(=S)NC2CCCCC2)CCOCC1	19	-6	-26	-11	2.5	-24	0.0	-11	-1
COc1ccccc1CNC(=O)C(=O)NCC1CCCO1 (centres undefined)	11	-2	3	0	0.1	-3	-0.1	-8	1
CN(CC1CCCO1)S(=O)(=O)c1ccc(C(=O)NCc2ccccc2)cc1 (centres undefined)	24	-4	-5	-11	1.1	-6	1.4	-6	0
Clc1ccc(C2=NNC(=NCc3ccc4c(c3)OCO4)SC2)cc1	14	-7	6	0	-0.3	-5	0.4	2	0
O=C(NS(=O)(=O)Oc1ccc(F)c(Cl)c1)OC[C@@H]1CCCN2CCCCC12 (some centres undefined)	-3	-7	-6	7	-0.3	4	0.0	-10	12
CCCCN1C2=C(C(=O)CCC2)C(c2ccc(Cl)c(Cl)c2)C2=C1c1ccccc1C2=O (centres undefined)	7	-2	-11	-26	0.9	-2	0.1	-9	2
Cc1ccc(S(=O)(=O)N(Cc2ccccc2F)C(=O)N2CCN(C)CC2)cc1	-6	-3	-4	-2	4.8	-23	0.6	4	2
Cc1ccc2c(c1)oc(=O)n2CC(=O)c1ccccc1	9	6	-7	-2	1.2	27	-2.8	-4	0
N#Cc1nc(COc2ccc(Cl)cc2Cl)oc1N1CCOCC1	25	-5	0	-13	3.6	14	1.4	-11	5
CCN(CC)CCN(CC)Cc1ccccc1Br	13	-9	-10	8	12	-5	1.0	2	6
COc1cc(N(C(C)=O)c2ccc(O)cc2)c2ncccc2c1	8	-4	/	-6	0.4	-31	/	/	1
Cc1sc(NC(=O)C2CCCO2)c(C#N)c1C (centres undefined)	-10	-12	-8	-9	0.2	/	0.1	-4	/
COc1cc(/C=N/NC(=O)Cc2ccccc2)cc(OC)c1OC	21	-2	-6	-7	-0.2	-14	0.7	4	0
C=CCSc1nnc2c(n1)OC(c1ccco1)Nc1ccccc1-2 (centres undefined)	-2	-10	-5	6	0.7	-1	-0.4	-2	0
COc1ccc(N2C(=O)CN=C2Nc2nc(C)cc(C)n2)cc1OC	-10	-3	-3	17	-0.1	3	0.4	-5	4
CC1(C)CC(=O)C=C(c2n[nH]nc2-c2ccc(F)c(F)c2)C1	7	0	/	7	-0.1	-10	/	/	-1
Cc1ccc(CSCc2ccc(C(=O)NCCCN3CCOCC3)o2)cc1	3	-3	5	-11	0.6	-23	0.0	-9	3
O=C(NCc1cccs1)C1CC(=O)N(Cc2ccccc2)C1 (centres undefined)	-19	-1	-5	7	-0.3	-11	1.4	4	2
CCOC(=O)c1cccc(NC(=O)CN2CCN(c3ccc(OC)cc3)CC2)c1	-8	-3	-27	19	-0.8	-18	-1.1	-2	6
Cc1ccccc1NC(=S)NC(NC(=O)c1ccco1)C(Cl)(Cl)Cl (centres undefined)	-13	-5	-9	9	0.6	4	2.8	-8	2

Whole records, looked up by structure. Order of screens: CHO-K1 Ca PAM | CHRM1 agonist | CHO parental Ca | CHO-K1 Ca antag | M1 ag parental | TAAR1 antagonist | V1aR counter | OXTR potentiator | TAAR1 ag
Cc1ccc(CSCc2ccc(C(=O)NCCCN3CCOCC3)o2)cc1 reads 3 | -3 | 5 | -11 | 0.6 | -23 | 0.0 | -9 | 3
COc1cc(N(C(C)=O)c2ccc(O)cc2)c2ncccc2c1 reads 8 | -4 | / | -6 | 0.4 | -31 | / | / | 1
O=C(NCc1cccs1)C1CC(=O)N(Cc2ccccc2)C1 (centres undefined) reads -19 | -1 | -5 | 7 | -0.3 | -11 | 1.4 | 4 | 2
CC1(C)CC(=O)C=C(c2n[nH]nc2-c2ccc(F)c(F)c2)C1 reads 7 | 0 | / | 7 | -0.1 | -10 | / | / | -1

(next part)
SMILES	CHO-K1 Ca PAM	CHRM1 agonist	CHO parental Ca	CHO-K1 Ca antag	M1 ag parental	TAAR1 antagonist	V1aR counter	OXTR potentiator	TAAR1 ag
O=C(CC1C(=O)NCCN1Cc1c(F)cccc1Cl)NCc1ccccc1 (centres undefined)	11	-3	-18	10	0.8	6	0.8	-19	0
Cc1nc2c3ccccc3nc(SCC(=O)c3ccc(Cl)cc3)n2n1	10	-6	-32	-9	1.0	-5	-0.8	0	2
C[C@@H]1CN([C@@H](C)CO)C(=O)CCCn2nncc2CO[C@H]1CN(C)C(=O)Nc1ccccc1C(F)(F)F	22	-2	/	-10	1.0	-15	/	/	4
CCOc1cc(OCC)cc(C(=O)N2CCC[C@@H]2C(=O)N2CCC[C@@H]2C(=O)NCc2ccccc2Cl)c1	-4	/	/	10	17*	-9	/	/	25
CCCNC(=O)C1(C)CCCN(C(=O)c2cc(C(C)(C)C)nn2C)C1 (centres undefined)	1	3	/	-4	0.7	-8	/	/	2
CC(C)C(NC(=O)/C=C/c1cccc([N+](=O)[O-])c1)C(C)C	14	-4	-7	1	0.3	-24	-1.7	3	11
CN(C)C(=O)c1cccc(-c2cnc3cccnn23)c1	2	-3	/	-2	0.6	-3	/	/	0
Oc1cccc(/C=N/c2c(-c3ccco3)nc3ccccn23)c1	3	-9	-1	-14	1.1	9	0.3	2	8
CCOc1ccc(N2C(=O)/C(=C/c3cccs3)N(C)C2=S)cc1	22	-9	-2	-7	0.5	-5	0.2	-1	5
NC(=O)NC(=O)C(c1ccccc1)N1CCN(S(=O)(=O)c2ccc(Br)s2)CC1 (centres undefined)	-5	-5	-18	-2	2.1	-9	0.3	-12	3
CCCC(=O)C1CCN(Cc2ccccc2)CC1	-3	-5	-11	8	0.5	-14	1.0	-5	10
CCOc1ccc(N2CC(NC(=O)c3cccc4ccccc34)CC2=O)cc1 (centres undefined)	-6	-3	7	4	7.8	-3	0.7	3	2
O=C(CC(CC(=O)c1ccccc1)c1ccccc1)c1ccccc1	-6	-4	-2	-5	0.2	17	1.6	-15	0
COc1cccc(-n2c(SCc3c(C)noc3C)nnc2-c2cccc(S(=O)(=O)N(C)C)c2)c1	0	-3	-26	6	1.1	2	0.5	-6	11
Cc1cccc([C@H]2[C@@H]3C=CCC[C@@H]3C(=O)N2Cc2ccccc2)c1	11	-7	-25	-10	1.1	-26	/	/	0
O=C(Nc1ccn(CCCNCc2ccc3[nH]ccc3c2)c(=O)n1)OCc1ccccc1	19	-10	/	-12	0.6	6	/	/	2
COC(=O)c1ccc(N2CCN(CC(=O)c3ccc(C)cc3)CC2)c([N+](=O)[O-])c1	-3	-6	-5	4	-0.4	-20	-0.1	-9	6
O=C(CCOc1ccccc1)Nc1ccnn1C1CCN(CCc2ccccc2)CC1	0	-5	-35	-14	2.0	-13	3.3	-8	2
CCCCN1C(=N)N([C@@H](CCC)CN2CCC[C@H]2CN2C(N)=NC[C@H]2CC(C)C)C[C@H]1Cc1ccccc1	7	-10	-14	4	0.3	-4	0.2	9	0
Cc1cc(N2CCCCC2)nc(SCC(=O)c2ccccc2)n1	-5	-2	-11	-8	1.4	14	-1.4	-6	5
CC(C)CCC(CCNCc1ccccn1)c1ccc(Cl)cc1 (centres undefined)	8	-8	1	-5	3.1	-2	11	-19	22
Cc1cc(N2C(=O)C3C4C=CC(C4)C3C2=O)no1 (centres undefined)	13	0	12	5	0.3	-9	2.6	-3	7
CC1(C)C(=O)OC(c2cccn2-c2cccc([N+](=O)[O-])c2)C2(CCCCC2)C1=O (centres undefined)	/	/	-14	/	/	-7	0.1	-7	0
Cc1cccc(-n2c(SCC(N)=O)nnc2-c2ccccn2)c1C	7	-3	-8	-10	0.1	-8	5.9	-6	12
COc1cccc(N(Cc2nnc3n2CCCCC3)C(=O)Nc2ccccc2F)c1	14	-6	-15	-6	0.8	-17	0.6	-9	6
CC(OC(=O)CN1C(=O)c2ccccc2C1=O)C(=O)NC1(C#N)CCCCC1 (centres undefined)	9	-1	-17	-11	0.2	-16	0.3	-5	16
CNC(=O)c1cc2cccc(OC)c2oc1=O	25	-1	-5	-9	0.1	-3	-0.2	-6	9
Cc1nc2ccccc2c(=O)n1/N=C/c1ccco1	19	0	10	-7	0.8	-24	-0.3	-10	0
NS(=O)(=O)c1ccc(NC(=O)c2cccc(Cl)c2)cc1	6	-3	0	0	0.1	8	0.1	-8	4
CCn1cc(CN2CCc3c([nH]c4ccccc34)C2c2cccc(OC)c2OC)c(C)n1 (centres undefined)	-2	-14	-9	0	-0.6	-9	2.5	-1	-1
Cc1cc(O)ccc1-c1cccc2nccn12	11	-4	/	-20	2.5	-24	/	/	6
COc1ccc(/C=N/NC(=O)Cn2nc(C)c([N+](=O)[O-])c2C)cc1	19	-9	-16	-8	0.8	-4	0.3	-1	3
CC(C)(C)OC(=O)NNc1c2ccccc2nc2ccccc12	11	-3	-12	-3	3.5	-5	0.1	-3	3
CN(c1ccc(F)cc1)S(=O)(=O)c1ccc(Cl)c(C(=O)NCc2ccco2)c1	5	-4	-13	-8	2.6	14	1.8	-1	-1
CC(C(=O)OCC(=O)c1ccccc1)N1C(=O)c2ccccc2C1=O (centres undefined)	2	-4	-19	-4	0.0	4	1.0	-6	1
CCN1CCN(c2oc(COc3ccc(Cl)cc3)nc2C#N)CC1	19	-4	8	-10	1.7	8	-0.9	-11	-2
CCCn1nc(C(=O)NNC(=O)c2cccc(C)c2)c2ccccc2c1=O	7	-2	-14	-11	-0.4	-1	-0.5	-8	1
Cc1ccc(S(=O)(=O)N/N=C/c2ccccc2O)cc1[N+](=O)[O-]	35	-4	12	-22	0.4	-4	0.5	-16	1
CC(C)C(=O)Nc1ccc(-c2csc(-c3ccccc3)n2)cc1	11	-9	41*	-11	0.4	41	0.7	1	30
Cc1cc(=O)[nH]c(SCC(=O)OCc2ccccc2)c1C#N	3	-2	-10	0	0.6	-3	0.3	3	1
Cc1ccc(C)c(NC(=O)CN(C)C(=O)c2cccc(Oc3ccccc3)c2)c1	4	-4	-16	-5	1.8	5	3.8	-12	5
NC(=O)CSc1nc2cc(Cl)ccc2c(=O)n1C1CCCCC1	-20	-1	-26	2	0.7	-3	-1.9	0	10

Source: PubChem BioAssay
